S2 tox – reduces viability in counter-screen for ATXN expression inhibitors | 0.49% of 400,000 active | S2 cells (HEK-293 line with an ATXN2-luciferase reporter) viability, CellTiter-Fluor protease fluorescence, 24 h | Potency, µM (highest dose often 56.7 µM), most hits filed as cytotoxic; also: nearly all actives have a fitted effect of over 40% in size
HepG2 tox – counter-screen for TGF-b inhibitors: cytotoxicity in HepG2 cells | AID 588856 | 0.76% of 410,000 active | Potency, µM (doses to about 46.1 µM), inactives show at the highest dose activity change, negative = cytotoxicity, usual class: cytotoxic | HepG2 CAGA-GFP viability, ATP luminescence, 18 h; also: some results filed as inactive show a strong effect at the top dose
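CellTiter-Glo luminescence gave cytotoxicity after 18 hours at 37 degrees C. The cells were HepG2 CAGA-GFP in 1% FBS DMEM, stimulated with 500 pg/mL TGF-beta after compound addition. %Activity was normalised to no-cell wells (complete cell-killing) and DMSO (no toxicity), and curves were fitted and classified.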
* hit, by the source's call; i = inactive; ? = inconclusive; / = not tested or not shown. Calls follow the shape of the dose curve; as a rule, active = well fitted curve in the direction sought with a large enough effect; inconclusive = small, poorly fitted or top-dose-only effect, or another doubt; inactive = no such curve, though single readings can be large; an effect the other way counts as inactive or inconclusive. Potency is read from the fitted curve at half-maximal effect. These rows are one share of the data; count on the stated rates, not on these rows.

Below each SMILES: S2 tox | HepG2 tox
- CCOc1ccc(NC(=O)C2CCCN(c3nnc(-n4c(C)ccc4C)s3)C2)cc1 (stereo not given)
    / | -14.4%
- O=C(NCc1cccs1)c1nn(-c2ccccc2Cl)nc1CO
    / | 6.5%
- COc1ccccc1CNC(=O)CN(c1ccccc1OC)S(C)(=O)=O
    / | -9.3%
- Cc1ccc(N2CC(NC(=O)Cc3ccc(F)cc3)CC2=O)cc1 (stereo not given)
    / | 3.2%
- Cc1ccc(CN(Cc2ccco2)C(=O)c2ccc(Cl)cc2)o1
    / | -6.7%
- C=C1CCN(C(CC(C)C)C(=O)NN2CCOCC2)S(=O)(=O)c2ccccc21 (stereo not given)
    / | 0.2%
- CC(C)(C)c1ccc(OCC(=O)N(Cc2ccco2)Cc2ccccc2F)cc1
    / | -43.7%
- CC(C)(C)OC(=O)NC(Cc1ccccc1)C(O)c1ccco1 (stereo not given)
    / | -5.1%
- COc1ccc(CCNC(=O)c2cc3c(=O)n4ccccc4nc3n2C)cc1
    / | 5.9%
- Cc1nnc(SCc2cc(=O)n3cccc(C)c3n2)s1
    / | -25.3%
- CCc1ccc(NC(=O)c2ccc(CN3C(=O)C(C)=C(c4ccc(C)cc4)S3(=O)=O)cc2)cc1
    / | -6.9%
- CCOc1ccccc1CNC(=O)Cn1c(=O)c2cccn2c2ccc(F)cc21
    / | -0.4%
- Cc1ccccc1NC(=O)CSc1c(C(C)C)cnc2c1c(=O)n(C)c(=O)n2C
    / | -3.4%
- C=CCCN(C(Cc1ccccc1)C(=O)OC)S(=O)(=O)c1cc(Br)ccc1Br (stereo not given)
    / | -4.1%
- Cn1cc(-c2cc3n(n2)CCC(=O)N3CC(=O)O)c2ccccc21
    / | 0.3%
- Cc1ccccc1NC(=O)N1CCc2cc(S(=O)(=O)N3CCC(C)CC3)ccc21
    / | 2.7%
- Cc1cc(NS(=O)(=O)c2ccc(NC(=O)c3ccccc3C)cc2)nc(C)n1
    / | -6.7%
- Cc1ccc(Cn2c(CNS(=O)(=O)c3c(C)cc(C)cc3C)nc3cccnc32)cc1
    / | -18.6%
- CC(=O)Nc1c(C)nn(-c2ccccc2)c1N1CCC(C(=O)Nc2ccc(Cl)cc2C)CC1
    / | 1.1%
- Cc1cccc(S(=O)(=O)c2cn(Cc3ccc(F)cc3)c3cc(N4CCCCC4)c(F)cc3c2=O)c1
    / | -0.8%
- CCOC(=O)c1cc(C)n(CC2CCC(C(=O)Nc3ccc(Cl)cc3)CC2)c1C (stereo not given)
    / | -24.9%
- CCOc1ccc(-c2cnc(NCc3ccc(C(F)(F)F)cc3)n2C)cc1
    / | -92.2%
- CCOc1ccc(CNC(=O)Cn2c(=O)c3cccn3c3cccnc32)cc1
    / | -25.4%
- COc1ccc(CNS(=O)(=O)c2ccc3c(c2)NC(=O)C(C)C(=O)N3)cc1 (stereo not given)
    / | -13.1%
- CCN(CC)CCCNC(=O)c1c(C)oc2ncnc(N3CCOCC3)c12
    / | 3.9%
- Cc1c(Cl)cccc1NC(=O)CSc1nc(=O)[nH]c2c1CCC2
    / | -3.5%
- CCOc1ccc(C2C(=O)N(C3CCCCCC3)CC(=O)N2CCc2ccccc2)cc1OC (stereo not given)
    / | -21.9%
- COc1ccc2oc(=O)cc(CN3CCN(c4ccc(F)cc4)CC3)c2c1
    / | -17.1%
- O=S(=O)(c1ccccc1)c1nc(-c2ccc(Cl)cc2Cl)oc1N1CCCCC1
    / | -1.2%
- CC(C)NC(=O)c1cnc2sc(N3CCCCCC3)nn2c1=O
    / | 0.3%
- CCOc1ccccc1NC(=O)Cn1c(=O)n(Cc2ccc(OC)cc2)c(=O)c2oc3ccccc3c21
    / | -1.3%
- Cc1ccc(Cn2ccnc2SCC(=O)Nc2ccc3c(c2)OCCO3)cc1
    / | -8.4%
- COc1ccc(Cl)cc1NC(=O)CSc1nnc(C)n2c1cc1sccc12
    / | 0.9%
- Cc1cccc(C)c1OCC(=O)N(Cc1ccc(Cl)cc1)CC1CCCO1 (stereo not given)
    / | -45.4%
- Cc1ccc(-c2nc(SCc3ccc(Br)cc3)n3[nH]c(=O)cc3n2)cc1
    / | 5.01µM*
- Cc1nn(CC(=O)NCc2ccc(N(C)C)cc2)c(=O)c2c(C)n(-c3ccc(Cl)cc3)nc12
    / | -6.5%
- COc1cc(NC(=O)CSc2nc(-c3ccccc3)no2)cc(OC)c1
    / | 4.4%
- CC(=O)OCC(NC(=O)C(CCCCNC(=O)OCc1ccccc1)NC(=O)OC(C)(C)C)C1OC(n2cc(C)c(=O)[nH]c2=O)C(OC(C)=O)C1OC(C)=O (stereo not given)
    / | 0.3%
- CCN(c1cc(C)cc(C)c1)S(=O)(=O)c1nnc(NC(=O)c2cccs2)s1
    / | -32.2%
- COc1ccc(CC(=O)N2CCc3c([nH]c4ccccc34)C2c2ccc(SC)cc2)cc1 (stereo not given)
    / | -52.6%
- Cc1c(C(=O)O)oc2c1-c1nn(Cc3ccc(Cl)cc3)cc1CC2
    / | 7.4%
- Cc1ccc(-n2cc(-c3ccccc3)c3c(N4CCC(C)CC4)ncnc32)cc1Cl
    / | -2.1%
- O=C(O)[C@@H]1C[C@H](C(=O)O)N1
    / | -5.6%
- COc1ccc(-c2onc(C)c2C)cc1S(=O)(=O)NC1CCC(C)CC1 (stereo not given)
    / | -19.4%
- COc1ccc(-c2ccc(C3C4C=CCC(C)C4C(=O)N3Cc3ccccc3)c(F)c2)cc1OC (stereo not given)
    / | -14.5%
- CC(C)(C)n1ncc2c(=O)n(Cc3cccc(C#N)c3)cnc21
    / | -31.9%
- COCC(=O)Nc1cc(C(=O)N2CCCC2c2nccs2)c2c(c1)nc(-c1ccncc1)n2C (stereo not given)
    i | /
- COc1ccc2c(c1)-c1nc(-n3ncc(C(=O)NCc4cccc(C)n4)c3C3CC3)ncc1CC2
    i | /
- O=C(CCc1nc2ccccc2s1)N1CCOc2ccc(CN3CCc4sccc4C3)cc2C1
    i | /
- COc1cc(=O)n2c(c1C(=O)NCc1ccco1)CCN(C(=O)c1ccc(C)c(C)c1)CC2
    i | /
- COc1ccc(CN2CCC3(CC2)c2ccccc2[C@@H](NC(=O)c2ccccc2OC)[C@@H]3O)cc1O
    ? | /
- COCCN(C)C(=O)c1cnn(-c2nccc(-c3cc(OC)ccc3OC)n2)c1C
    i | /
- Cc1cc(C(=O)NCc2nc(-c3ccccc3NC(=O)C3CCCO3)oc2C)nc(C)n1 (stereo not given)
    ? | /
- CC(C)Cc1nc2cc(NS(=O)(=O)N(C)C)cc(C(=O)N3CC4(C)CC3CC(C)(C)C4)c2n1C (stereo not given)
    i | /
- CC(C)CNC(=O)c1cn(C2CCN(Cc3nc4ccccc4s3)CC2)nn1
    i | /
- CCCS(=O)(=O)NCc1c(C)ncc2c1CCN(C(=O)c1cccc(C(F)(F)F)c1)C2
    i | /
- Cc1c(C(=O)NCc2cccc(F)c2)sc2ncnc(NCC3CCCO3)c12 (stereo not given)
    i | /
- CC(C)NC(=O)c1cn([C@H]2CC[C@@H](NC(=O)/C=C/c3cccs3)CC2)nn1
    i | /
- COc1cc(=O)n2c(c1C(=O)N(C)Cc1nonc1C)CCN(Cc1ccsc1)CC2
    i | /
- CCC1CN(CCNC(=O)c2cn3cc(C)ccc3n2)Cc2cc(OC)ccc2O1 (stereo not given)
    ? | /

Ordered by molecular weight (rising): 6 of the compounds above.
Below each SMILES: S2 tox | HepG2 tox
- CC(C)(C)n1ncc2c(=O)n(Cc3cccc(C#N)c3)cnc21
    / | -31.9%
- Cc1c(C(=O)NCc2cccc(F)c2)sc2ncnc(NCC3CCCO3)c12 (stereo not given)
    i | /
- COCCN(C)C(=O)c1cnn(-c2nccc(-c3cc(OC)ccc3OC)n2)c1C
    i | /
- COc1cc(=O)n2c(c1C(=O)N(C)Cc1nonc1C)CCN(Cc1ccsc1)CC2
    i | /
- COc1cc(=O)n2c(c1C(=O)NCc1ccco1)CCN(C(=O)c1ccc(C)c(C)c1)CC2
    i | /
- CCCS(=O)(=O)NCc1c(C)ncc2c1CCN(C(=O)c1cccc(C(F)(F)F)c1)C2
    i | /

Other results:
Below each SMILES: S2 tox | HepG2 tox
- COc1cc(=O)n2c(c1C(=O)NC(C)c1ccco1)CCN(C(=O)c1cccc(C)c1C)CC2 (stereo not given)
    i | /
- C/C(=C(\CCOC(=O)c1ccccc1)SS/C(CCOC(=O)c1ccccc1)=C(/C)N(C=O)Cc1cnc(C)nc1N)N(C=O)Cc1cnc(C)nc1N
    i | /
- C=C[C@H](N)CCC(=O)O
    i | /
- Cc1cc(-c2ccnc(-n3ncc(C(=O)NCc4cccnc4)c3C3CC3)n2)c(C)s1
    i | /
- COc1cc2c(cc1OC)CN(C(=O)[C@@H]1C[C@H](NCc3cn(C)c4ccccc34)CN1C1Cc3ccccc3C1)CC2
    ? | /
- O=C(NCC1CCC2(CCN(Cc3cccc4cccnc34)CC2)O1)c1ccco1 (stereo not given)
    i | /
- Cc1ccc(C(=O)N(Cc2cc3cccc(C)c3nc2N(C)C)CC2CCCO2)cc1 (stereo not given)
    i | /
- COc1ccccc1-c1ccnc(-n2ncc(C(=O)NCCc3ccncc3)c2C)n1
    i | /
- COc1ccc(-c2cc(C)cc3c2OC(CNC(=O)c2cc(C(C)C)on2)C3)nn1 (stereo not given)
    i | /
- Cc1cnc(-n2ncc(C(=O)NCCCc3ccncc3)c2C)nc1-c1ccc(F)cc1
    i | /
- CC(C)N1C[C@@H](NCc2ccccc2O)C[C@H]1C(=O)N1CCN(c2cccc(C(F)(F)F)c2)CC1
    ? | /
- Cc1cc2c(c(-c3nc4ccccc4s3)c1)OC(CNC(=O)CCc1cccnc1)C2 (stereo not given)
    ? | /
- COCc1ccc(C(=O)N2CCOc3c(cc(-c4cc(C)c5cccc(OC)c5n4)cc3OC)C2)o1
    i | /
- COC(=O)c1cc(CNC(=O)c2ccc3ccccc3n2)cc(NC(=O)c2cccc(OC)c2)c1
    ? | /
- Cc1c(C(=O)N(C)C(C)C)sc2ncnc(NCCCN3CCOCC3)c12
    i | /
- Cc1ccc2c(c1)CN(CCNC(=O)c1cc3ccccc3oc1=O)CC(C)O2 (stereo not given)
    i | /
- COc1cc(-c2cnc3ccccc3c2)cc2c1OCCN(C(=O)CCC(=O)c1ccc(F)cc1)C2
    i | /
- CCn1nc(C)c(CN2CCC3(CCC(CNC(=O)c4ccccc4)O3)CC2)c1C (stereo not given)
    i | /
- Cc1cnc(C)c(-c2cccc3c2OC(CNC(=O)/C=C/c2ccc(F)c(F)c2)C3)n1 (stereo not given)
    i | /
- CO[C@H]1[C@H](NC(=O)c2cccs2)c2ccccc2C12CCN(Cc1cccn1-c1cccnc1)CC2
    ? | /
- Cc1cccnc1-c1cccc2c1OC(CNC(=O)Cn1cncn1)C2 (stereo not given)
    i | /
- Cc1c(C(=O)NCC(C)(C)CN(C)C)cnn1-c1nccc(-c2ccccc2F)n1
    i | /
- Cc1ccc2c(c1)CN(CCNC(=O)c1cccc(Cn3cccn3)c1)CC(C)O2 (stereo not given)
    i | /
- CCCCCCCCCCCCCCCC(=O)OC[C@H](O)[C@H]1OC(=O)C(O)=C1O
    ? | /
- COCCN(C)C(=O)c1cnn(-c2nccc(-c3cc(C)sc3C)n2)c1C
    i | /
- CN(CCO)C(=O)c1cn(C2CCCN(Cc3ccc(C(F)(F)F)cc3)C2)nn1 (stereo not given)
    i | /
- COc1cccc(CNC(=O)c2c(OC)cc(=O)n3c2CCN(C(=O)c2ccc(C)nc2)CC3)c1
    i | /
- Cc1n[nH]c(=O)[nH]c1=O
    i | /
- COc1cc(=O)n2c(c1C(=O)NCc1nccs1)CCN(Cc1ccccc1F)CC2
    i | /
- O=C(NCC1Cc2cccc(-c3ncccn3)c2O1)C1CCCO1 (stereo not given)
    i | /
- CCC(=O)OCC(=O)[C@@]1(OC(=O)CC)[C@H](C)C[C@H]2[C@H]3[C@H]([C@@H](O)C[C@@]21C)[C@@]1(C)C=CC(=O)C=C1C[C@H]3Cl
    i | /
- O=C(NCCN1CCOCC1)c1cnn(-c2ncc3c(n2)-c2ccccc2CC3)c1C1CC1
    i | /
- CCCS(=O)(=O)NCc1c(C)ncc2c1CCN(C(=O)/C=C/c1ccccc1)C2
    i | /
- NC(=O)N/N=C\c1ccc([N+](=O)[O-])o1
    ? | /
- CCC[C@@H]1C[C@@H](C(=O)N[C@@H]([C@H]2O[C@H](SC)[C@H](O)[C@@H](O)[C@H]2O)[C@H](C)Cl)N(C)C1
    i | /
- O=C(N[C@@H]1c2ccccc2C2(CCN(C(=O)c3cc4ccccc4oc3=O)CC2)[C@H]1O)c1cccnc1
    i | /
- COc1ccc2c(c1)CCc1cnc(-n3ncc(C(=O)NCc4cc(C)no4)c3C3CC3)nc1-2
    i | /
- COc1ccccc1-c1nc2cc(C(=O)NC[C@H]3CCc4ccccc4O3)cc(NC(C)=O)c2n1C
    i | /
- COc1ccccc1-c1ccnc(-n2ncc(C(=O)NC3CCCN(Cc4ccccc4)C3)c2C)n1 (stereo not given)
    i | /
- O=C(NCC1Cc2cccc(-c3ncccn3)c2O1)C1CCOC1 (stereo not given)
    i | /
- COc1cccc(CN2CCOc3ccc(CN4C[C@@H](C)O[C@@H](C)C4)cc3C2)c1OC
    i | /
- COCc1c(C(=O)NC2CCCC2)cnn1-c1nccc(-c2ccco2)n1
    i | /
